# M1 antagonist: M1 muscarinic receptor (rat) antagonism; CHO-M1 cells, Fluo-4 calcium, ACh EC80 antagonist mode; hits give low values; B-score at 10 µM; 64,000 compounds, 3.4% hits;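 active = calcium fluorescence response, raw or row-and-column corrected B-score, differing from the plate sample mean either way at a set confidence level, mostly lower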
# Target sequence (P08482 whole entry, looked up): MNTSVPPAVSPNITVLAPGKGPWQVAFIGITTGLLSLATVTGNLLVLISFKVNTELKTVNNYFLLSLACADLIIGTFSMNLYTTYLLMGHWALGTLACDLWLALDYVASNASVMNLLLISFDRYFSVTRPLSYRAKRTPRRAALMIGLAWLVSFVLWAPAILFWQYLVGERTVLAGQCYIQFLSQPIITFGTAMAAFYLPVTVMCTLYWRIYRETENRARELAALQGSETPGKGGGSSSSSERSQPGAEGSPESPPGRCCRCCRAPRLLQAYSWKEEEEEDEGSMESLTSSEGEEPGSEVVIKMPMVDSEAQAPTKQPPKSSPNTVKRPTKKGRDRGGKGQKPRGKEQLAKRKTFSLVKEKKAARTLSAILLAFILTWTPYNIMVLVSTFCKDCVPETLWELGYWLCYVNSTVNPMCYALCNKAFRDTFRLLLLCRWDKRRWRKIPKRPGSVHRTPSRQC
# HEK293 NFkB inh: lowers PMA/ionomycin-induced NF-kB signal in HEK293 cells | HEK-293 NF-kB luciferase reporter, luminescence | 62,000 compounds, 0.21% hits | inhibition, % at 3 µM;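 active = inhibition above the mean of all tested compounds plus 3 SD, cut at about 40% in these data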;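 also: 0% = stimulated DMSO wells and 100% = 10 µM reference inhibitor 5653914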
#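 System: NF-kB luciferase reporter HEK-293 cells | Replication: Single test | Control set: DMSO vs reference inhibitor | Evaluation: % inhibition | Schedule: 1 h pretreatment, 16 h stimulation, 37 °C | Probe or stimulus: PMA with ionomycin | Compound dosing: One dose, 3 µM | Detection: Luciferase luminescence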
# 5HT1E antag: blocks the human 5-HT1E serotonin receptor; P28566; CHO 5-HT1E Ga15 NFAT-bla reporter, FRET, antagonist; inhibition, % at 6 µM; 65,000 compounds, 0.99% hits; AID 571;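 active = inhibition above a set limit, the mean inhibition across every tested compound plus 3 SD, cut at about 29% in these data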;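 also: signal is the 460 over 535 nm emission ratio of beta-lactamase substrate; 0% = agonist plus DMSO wells and 100% = wells without agonist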
# Her2 expr inh: inhibitors of human Her2 kinase expression; P04626; 65,000 compounds, 0.69% hits; AID 645; SKBR-3 HER2 protein level, AlphaScreen, 18-24 h; hits give low values; HER2 level % of control, % at 10 µM;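 active = HER2 level under 5% of the carrier-only control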;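 also: 100% = DMSO carrier and 0% = 500 nM PU-H71 HSP90 inhibitor; lower value means stronger loss of Her2 protein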
# Jurkat tox 60K: cytotoxic compounds reducing Jurkat cell viability. Jurkat E6.1 viability, ATP luminescence, 48 h. inhibition, % at 4 µM. 56,000 compounds, 1.2% hits. AID 463;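 active = inhibition above the mean inhibition of all tested compounds plus 3 SD, cut at about 28% in these data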
# S1P3 agonist: S1P3 (human) receptor agonism. activation, % at 4.5 µM. S1P3 NFAT-BLA reporter cells, FRET ratio; relative to 1 µM S1P, basal subtracted. 60,000 compounds, 0.1% hits. Q99500;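 active = activation above the screen-wide mean plus 3 SD, cut at about 4.5% in these data, passing the limit was not always enough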; also: some compounds called inactive have numbers as strong as hits
#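 Assay system: stable CHO line with human S1P3, Gα16, NFAT-BLA reporter; Detection: FRET β-lactamase substrate fluorescence, excitation 405 nm, 460/535 nm emission ratio, background-subtracted; Read-out: percent activation versus median 1 µM S1P response, basal-subtracted, per plate; Incubation: cells plated overnight, compound 4 h 37 °C, substrate 2 h RT.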
# HTR1E agonist: agonists of human 5-HT1E serotonin receptor; P28566; CHO 5-HT1E Ga15 NFAT-bla reporter, FRET; 0% DMSO wells, 100% control agonist wells; activation, % at 6 µM; 65,000 compounds, 0.69% hits; AID 574;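 active = activation above a set limit, the screen-wide mean activation plus 3 SD, cut at about 8.5% in these data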;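 also: 100% = positive control agonist at 1 µM giving full maximal response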
# S1P1 ag pot: S1P1 (human) agonism or agonism potentiation; P21453; S1P1 CRE-bla cells, forskolin, beta-lactamase FRET, potentiator mode; S1P1 agonist co-added at EC20, 2 nM; 100% = saturating reference agonist, 0% = basal; activation, % at 9.5 µM; 56,000 compounds, 0.57% hits;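 active = activation above a cutoff set at the mean activation of all tested compounds plus 3 SD, cut at about 54% in these data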;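 also: forskolin at 4 µM as EC80 and the EC20 agonist is SEW2871; 100% = SEW2871 at its EC100 plus forskolin at EC80; some compounds past the cut are filed as inactive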
# Target sequence (P21453 whole entry, looked up): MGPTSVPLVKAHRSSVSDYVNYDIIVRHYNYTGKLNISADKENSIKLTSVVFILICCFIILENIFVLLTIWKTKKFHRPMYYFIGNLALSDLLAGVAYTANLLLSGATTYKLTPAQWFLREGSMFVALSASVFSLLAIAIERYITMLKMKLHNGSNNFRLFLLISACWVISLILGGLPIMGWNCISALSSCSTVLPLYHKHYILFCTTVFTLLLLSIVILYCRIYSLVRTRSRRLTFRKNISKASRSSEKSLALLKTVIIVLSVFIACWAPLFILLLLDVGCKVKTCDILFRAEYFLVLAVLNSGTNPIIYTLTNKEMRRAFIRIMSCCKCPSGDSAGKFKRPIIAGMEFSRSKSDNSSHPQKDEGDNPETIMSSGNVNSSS
# M1 ag: agonists of M1 muscarinic receptor. CHO-M1 cells, Fluo-4 calcium fluorescence, agonist mode; hits give high values. B-score at 10 µM. 64,000 compounds, 3% hits. AID 626;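 active = fluorescence rise, raw or as B-score row- and column-corrected plate score, outside the 99.7% band of its plate's samples, either direction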
# * = called active by the depositor; · = no result given.
# Under each structure: M1 antagonist	HTR1E agonist	S1P3 agonist	M1 ag	HEK293 NFkB inh	Her2 expr inh	Jurkat tox 60K	5HT1E antag	S1P1 ag pot
> CCOc1cc(-c2noc(CCC(=O)Nc3cccnc3)n2)ccc1OC
  ·	-0.3	-0.9	·	4	144	11	15	-5
> CCCCc1cc(=O)oc2c(CN(C)C)c(O)c(Cl)cc12
  0.73	2.6	0.4	0.23	·	132	·	-11	-23
> CC1CCCCN1C(=O)CN1C(=O)CN(C)C(=O)c2ccccc21 (centres undefined)
  0.56	-0.2	0.1	0.08	15	152	-2	1	10
> CC(=O)NCCOc1nc(N(C)C)nc(N(C)C)n1
  -0.027	-0.5	-1.0	0.62	-4	96	4	0	6
> CCCCOC(=O)C1Cc2ccccc2C(=O)O1 (centres undefined)
  0.24	-0.2	-0.5	0.094	-10	·	-4	-6	·
> CCOc1ccc(Br)cc1S(=O)(=O)N1CC(C)OC(C)C1 (centres undefined)
  0.24	-0.3	-0.3	0.25	1	94	-4	-5	-26
> O=C(Nc1ccc(Cl)cc1)N1CCSCC1
  -2.3*	-0.7	·	-0.029	4	57	·	-7	·
> Cc1nnc(SCc2nnc(-c3ccccc3Br)o2)n1-c1ccccc1
  -0.5	-1.1	-1.8	-0.24	20	-12*	10	21	2
> N#CC1=C2SCC(O)(c3ccccc3)N2C(=O)CC1c1ccccc1 (centres undefined)
  -0.0081	0.4	-3.2	1.3	·	70	·	-10	16
> CCn1c(SCc2nc(-c3ccc(OC)c(OC)c3)no2)nnc1-c1cccs1
  -1	1.0	-0.3	0	8	106	4	-9	·
> CCCS(=O)(=O)N1CCN(CCCc2ccccc2)CC1
  0.43	1.1	-0.4	0.93	10	88	3	1	9
> O=C(CN1CCN(Cc2ccccc2F)C1=O)NCCN1CCOCC1
  0.039	0.5	-0.3	0.86	18	106	-1	-5	1
> O=S(=O)(c1ccc(Br)s1)N1CCc2ccccc2C1
  0.51	-0.1	-0.5	-0.32	10	88	-2	11	24
> COc1ccc(OC)c(NC(=O)CSc2nnc(CCCO)n2-c2ccccc2)c1
  0.83	0.1	-0.5	0.68	12	94	-5	10	-10
> CCCCCNC(=O)C(C#N)c1nc2ccccc2nc1N1CCCC1 (centres undefined)
  -2.4*	1.4	-3.1	282*	6	-23*	-2	1	28
> CCCCN1C(=O)C(NC(C)=O)c2cc(Br)ccc21 (centres undefined)
  0.2	0.8	-1.2	-1.5	-6	93	-2	-3	-11
> COC(=O)CSc1nc2ccc(NC(C)=O)cc2s1
  -0.06	0.4	-0.8	-0.04	7	104	-5	-2	-4
> Cc1ccc(N2CCN(C(=O)C3CCN(S(=O)(=O)c4cccc5nsnc45)CC3)CC2C)cc1 (centres undefined)
  0.87	-0.2	-0.5	-0.45	14	84	5	5	12
> COc1cc(C(=O)OCCN2CCOCC2)ccc1O
  0.082	-0.3	-1.7	0.73	6	115	3	-3	3
> COC(=O)C1=C(C)NC(C)=C(C(=O)OC)C1c1cc2ccc(C)cc2[nH]c1=O
  0.031	-0.8	-1.3	0.18	4	82	13	10	4
> COCc1c(Br)c(C)nc(OCC(=O)O)c1C#N
  -0.36	1.0	0.7	0.42	10	92	-5	9	-14
> Cc1ccc(N(CN2C(=O)NC(C)(C)C2=O)CN2C(=O)NC(C)(C)C2=O)cc1
  0.097	-0.1	0.2	-0.34	·	77	·	-8	-3
> CCOC(=O)c1[nH]c(C)c(C(=O)NCc2ccccn2)c1C
  0.88	-0.7	-0.7	0.64	10	95	-2	2	1
> CC(C)(C)NC(=O)C(c1ccco1)N(C(=O)c1csnn1)c1ccccc1 (centres undefined)
  -0.097	0.3	0.4	-0.35	10	103	0	-4	-5
> Cc1cc(NC(=O)c2cnn3c(C(F)(F)F)cc(-c4ccccc4)nc23)no1
  -1.4	2.4	0.1	-0.55	10	90	-2	-22	-39
> Cc1ccc(CNC(=O)C(OC(=O)c2ccco2)C(C)C)cc1 (centres undefined)
  -0.043	0.7	0.0	0.021	11	95	-5	2	25
> Cc1ccc2c(CC(=O)NCC3COc4ccccc4O3)coc2c1 (centres undefined)
  0.58	-1.2	·	0.19	10	107	·	-6	·
> CCOC(=O)N1CCC(NC(=O)CS(=O)Cc2nc(-c3ccc(OC)c(OC)c3)oc2C)CC1 (centres undefined)
  0.11	-0.3	1.7	0.29	-2	103	-4	-3	4
> O=C(OCCN1C(=O)c2ccccc2C1=O)c1cccc(OC(F)F)c1
  -0.042	0.7	89	0.36	12	197	0	5	7
> Cc1nnc(SCC(=O)NC(C)c2ccccc2)[nH]c1=O (centres undefined)
  1.8	0.9	-0.5	0.78	6	80	-7	1	·

# Only M1 antagonist and HTR1E agonist, for some of the entries so far:
SMILES,M1 antagonist,HTR1E agonist
O=S(=O)(c1ccc(Br)s1)N1CCc2ccccc2C1,0.51,-0.1
O=C(CN1CCN(Cc2ccccc2F)C1=O)NCCN1CCOCC1,0.039,0.5

# 3 entries already listed, ordered by the value under Her2 expr inh, largest number first:
canonical_smiles | Her2 expr inh
CCOC(=O)N1CCC(NC(=O)CS(=O)Cc2nc(-c3ccc(OC)c(OC)c3)oc2C)CC1 (centres undefined) | 103
CCOC(=O)c1[nH]c(C)c(C(=O)NCc2ccccn2)c1C | 95
Cc1ccc(N(CN2C(=O)NC(C)(C)C2=O)CN2C(=O)NC(C)(C)C2=O)cc1 | 77

# Going on with the list.
# Under each structure: M1 antagonist	HTR1E agonist	S1P3 agonist	M1 ag	HEK293 NFkB inh	Her2 expr inh	Jurkat tox 60K	5HT1E antag	S1P1 ag pot
> COc1cc(C2/C(=C(/O)c3ccc(F)cc3)C(=O)C(=O)N2CCCC(=O)O)ccc1O (centres undefined)
  -0.2	0.1	-1.0	-0.33	9	57	-3	-1	-1
> CCCCNCCCOc1cccc(Cl)c1
  -4.6*	0.3	-1.2	-2.8*	-8	94	10	8	-11
> Cc1ccc(S(=O)(=O)Nc2nc(C)cc(NCCN)n2)cc1
  -0.036	-1.0	-0.5	-0.42	2	116	-4	3	4
> COc1ccc(NC(=O)CCNS(=O)(=O)c2ccc3c(c2)c(=O)n(C)c(=O)n3C)cc1
  0.27	-0.3	1.2	-0.5	16	182	-9	-6	-12
> COC(=O)c1c(-c2cccc(OC)c2)csc1N
  0.2	0.4	-1.1	0.43	-11	99	12	21	14
> Cc1ccc(C(C(=O)NC2CCCCC2)N(C(=O)c2csnn2)C2CC2)o1 (centres undefined)
  0.36	-0.1	0.4	-0.89	12	89	-9	-7	6
> COc1ccc(-c2noc(CCC(=O)N(C)c3cccc(C)c3)n2)cc1
  -0.4	-0.4	·	-1.1	21	101	·	-5	·
> O=C(CSc1nc2c(cnn2-c2ccc(F)cc2)c(=O)[nH]1)N1CCCCC1
  0.44	-0.1	1.3	0.16	2	98	-5	-5	-15
> COCCNC(=O)C(c1ccco1)N(C(=O)Cn1nnc2ccccc21)c1cccc(C)c1C (centres undefined)
  ·	-1.3	-0.3	·	2	106	-4	-6	-1
> COc1ccc(C2C(C#N)=C(SC)NC3=C2C(=O)CC(C)(C)C3)cc1 (centres undefined)
  0.015	0.7	-2.2	0.053	·	73	·	13	-17
> Cc1noc(C)c1S(=O)(=O)Nc1ccc(C(=O)N2CCN(c3ccc(Cl)cc3)CC2)cc1
  -2.4*	-1.0	-0.5	2.9	25	88	22	2	18
> Cc1nn(-c2ccccc2)c2sc(C(=O)O)cc12
  -0.5	0.3	·	0.075	6	110	·	7	·
> O=C(Nc1ccc(O)cc1C(=O)O)c1cccc(Br)c1
  0.36	1.0	-0.4	1.2	1	76	-12	-2	·
> CC(C)CSc1nnc2[nH]c(=O)cc(N)n12
  1.6	-0.1	-0.3	0.23	16	114	-4	-4	1
> O=C(Nc1ccon1)c1cccc(C(F)(F)F)c1
  0.073	-0.4	-0.6	-0.21	7	102	6	17	4
> CCOC(=O)c1c(C)c(C(=O)O)n(C)c1C
  -1.2	-0.1	0.1	0.045	-10	105	-7	-6	-35
> COc1ccc(N(CC(=O)N2CCc3ccccc3C2)S(=O)(=O)c2c(C)nn(C)c2C)cc1
  0.76	0.6	-1.8	0.11	8	85	5	2	6
> COc1ccc(OCc2nnc3n2N=C(c2ccc(C)cc2)CS3)cc1
  -0.18	0.0	-1.2	0.42	17	107	-1	3	-4
> Cc1ccc(C2CC(C(F)(F)F)n3nc(C(=O)NCCN4CCOCC4)cc3N2)cc1 (centres undefined)
  0.39	-0.3	-0.3	-0.031	10	132	-1	-5	-4
> O=C(NCc1ccccc1Cl)C1CCCN(S(=O)(=O)c2cnc[nH]2)C1 (centres undefined)
  -0.4	0.3	-0.8	1	3	98	2	4	-6
> Cn1c(Cc2ccccc2)nnc1SCC(=O)NC1CCCCC1
  -0.063	-1.0	-0.9	0.052	7	92	8	-9	5
> CC1=C(C(=O)OC(C)C)C(C)C(C(=O)OC(C)C)=C(C)N1
  -0.24	-0.5	0.2	0	3	68	7	14	-6
> CCC1CCCCN1C(=O)N[C@@H](CCSC)C(=O)OC (some centres undefined)
  0.0055	-0.3	-1.7	-0.76	11	81	-6	4	-13
> O=C(CSc1nnc(CNC(=O)c2ccccc2F)o1)NCC1CCCO1 (centres undefined)
  0.32	-0.2	·	0.0099	2	97	·	-12	·
> CCCS(=O)(=O)N1CCCC(C(=O)NCCCN2CCCC2=O)C1 (centres undefined)
  0.06	0.3	0.4	-0.26	-7	122	-3	-19	-17
> OC(COc1ccc(OCc2ccccc2)cc1)CN1CCCCC1 (centres undefined)
  -6.6*	-0.2	-1.2	-1.4	-20	77	4	15	-18
> CCOC(=O)c1cc2oc(C)cc2n1CC(=O)OC1CCCCC1
  -0.084	0.3	-1.6	-0.037	12	96	-1	0	12
> COc1cc2c(cc1NC(=O)C1CCCO1)oc1ccccc12 (centres undefined)
  0.48	1.4	-1.1	-0.083	-26	104	-4	-9	17
> COc1ccccc1-n1c(-c2cccnc2)n[nH]c1=S
  0.11	-1.1	0.0	-0.25	10	157	1	1	-1
> CCn1cc(C(=O)NCc2ccc3c(c2)OCO3)c2cc(OC)c(OC)cc2c1=O
  -0.65	1.1	1.1	2.3	1	89	3	22	-54
> Cc1ccc(C(C)C)cc1C(=O)CC1(O)C(=O)N(C)c2ccccc21 (centres undefined)
  -0.69	0.2	-0.4	0.21	17	103	-1	4	1
> COc1ccc(Cn2nnnc2C(c2ccccc2)N2CCN(C3CCCC3)CC2)cc1 (centres undefined)
  1.9*	0.3	-1.2	0.55	0	99	4	-8	-9
> COc1nc2c(C)cccc2cc1-c1noc(-c2ccco2)n1
  ·	-0.8	-0.5	·	8	27	-8	4	11
> CCC(=O)Nc1ccc(NC(=O)c2ccco2)c(OC)c1
  0.48	-0.8	-0.4	-0.0076	-3	116	-7	-6	5
> COc1ccc(CNC(=O)C2COc3ccccc3O2)cc1 (centres undefined)
  -0.025	-1.1	-0.3	-0.5	-5	108	-2	-1	21
> Fc1ccc2[nH]c3c(N4CCSCC4)ncnc3c2c1
  -2.7*	0.4	-3.7	12*	·	79	·	55*	73*

# Compounds as they come; any-hit rate near 9.2%.
